High-throughput results: PubChem, Broad Institute
C2C12 statin – suppressors of simvastatin-induced myotoxicity in C2C12 myotubes; 0.78% of 330,000 active; rescue of ATP level, % at 7.49 µM; ATP luminescence, 48 h; scaled: DMSO 0, geranylgeraniol control 100;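 active means mean ATP rescue above about 67%, or every replicate alone reaching that limit, limit read from the data, passing the limit was not always enough; inconclusive means no clear call, values can overlap the other calls; inactive means mean under the limit and some replicate under it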;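 further: myotubes were challenged with 10 µM simvastatin during compound exposure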
PglD inh – blocks C. jejuni PglD acetyltransferase activity; purified PglD enzyme, DTNB colorimetric CoA detection; inhibition, % at 12.5 µM; AID 602405; 0.098% of 360,000 active; in the data active means inhibition above about 16%, passing the limit was not always enough; inconclusive means no clear call, values can overlap the other calls; further: strong numbers were not always called active
DENV2 CPE rescue – protects cells from dengue virus 2 cytopathic effect; DENV2-infected cells, cytopathic effect rescue, plate reader; CPE inhibition, % at 9.99 µM; 1.7% of 350,000 active; AID 651640; in the data active means CPE inhibition above about 20%, passing the limit was not always enough; inconclusive means no clear call, values can overlap the other calls; tested in BHK-21 cells;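 further: 0% = median of neutral control wells and 100% = median of positive control wells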
S100A4 MyoIIA – blocks human S100A4 binding to myosin IIA peptide; P26447; S100A4/TAMRA-MyoIIA peptide fluorescence polarization; inhibition, % at 10.7 µM; 0.14% of 360,000 active; AID 652163;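 active means mean inhibition of at least 70% across replicates, with every replicate also reaching that level; inconclusive means mean inhibition reaches 70% but some replicates fall short; inactive means mean inhibition below 70%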
Target sequence (P26447 whole entry, looked up): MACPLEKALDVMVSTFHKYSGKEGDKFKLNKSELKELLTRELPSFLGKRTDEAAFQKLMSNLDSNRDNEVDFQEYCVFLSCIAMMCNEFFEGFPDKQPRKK
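Material: human S100A4 monomer with TAMRA-labelled myosin IIA peptide; buffer or medium: HEPES pH 7.2 with CaCl2, KCl, NaCl, DTT, Triton; compound dosing: one concentration per compound; schedule: 5 min incubation before reading; benchmarks: neutral control DMSO, positive control TFP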
ERp5 inh – inhibitors of human ERp5. Q15084. ERp5 insulin aggregation, absorbance 650 nm, 90 min. inhibition, % at 9.99 µM. 0.05% of 350,000 active;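 active means mean replicate inhibition above about 25%, with every replicate also reaching it, limit read from the data, passing the limit was not always enough; inconclusive means only one of those two criteria met; inactive means neither criterion met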
Target sequence (Q15084 whole entry, looked up): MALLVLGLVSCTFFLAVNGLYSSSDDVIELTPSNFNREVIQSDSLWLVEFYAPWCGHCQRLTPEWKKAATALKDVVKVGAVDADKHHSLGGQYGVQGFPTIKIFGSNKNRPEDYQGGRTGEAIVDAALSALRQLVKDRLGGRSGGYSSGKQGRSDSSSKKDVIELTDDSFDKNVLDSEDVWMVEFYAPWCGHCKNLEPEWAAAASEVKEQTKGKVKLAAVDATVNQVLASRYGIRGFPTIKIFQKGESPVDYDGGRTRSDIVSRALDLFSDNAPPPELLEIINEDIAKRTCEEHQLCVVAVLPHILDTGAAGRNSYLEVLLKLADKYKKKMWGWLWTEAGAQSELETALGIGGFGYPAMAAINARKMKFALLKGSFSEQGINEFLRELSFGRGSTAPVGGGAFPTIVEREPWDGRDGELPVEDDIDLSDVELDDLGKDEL
E-sel inducer – E-selectin induction on HUVECs | P16581 | HUVEC E-selectin immunofluorescence imaging; normalized: neutral wells 0, TNF-alpha wells 100 | activation, % at 7.58 µM | 0.37% of 260,000 active | AID 686992;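 active means mean E-selectin-positive cell signal at least 10% of the positive control, reached in at least 60% of replicates, without over 20% cell loss; inconclusive means no rule given, readout overlaps actives, possibly toxicity-flagged; inactive means the rest, including those meeting only one limit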;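 further: in these data hits start at about 27%; measured in HUVEC primary endothelial cells; signal is the percent of cells scored E-selectin positive by PE staining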
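System: HUVEC, human umbilical vein endothelial cells; quantity: 3,000 cells/well; buffer or medium: EGM-2 medium, gelatin-coated wells; dosing: single-point compound dose; detection: immunofluorescence imaging; evaluation: % PE-positive cells; benchmarks: TNF-alpha, DMSO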
SIRT5 inh – inhibitors of human sirtuin-5 desuccinylase | inhibition, % at 15 µM | AID 652115 | 1.1% of 330,000 active | Purified SirT5, succinyl-peptide AMC, trypsin-coupled fluorescence | Q9NXA8; in the data active means inhibition above about 15%; inconclusive means no clear call, values can overlap the other calls
Target sequence (Q9NXA8 whole entry, looked up): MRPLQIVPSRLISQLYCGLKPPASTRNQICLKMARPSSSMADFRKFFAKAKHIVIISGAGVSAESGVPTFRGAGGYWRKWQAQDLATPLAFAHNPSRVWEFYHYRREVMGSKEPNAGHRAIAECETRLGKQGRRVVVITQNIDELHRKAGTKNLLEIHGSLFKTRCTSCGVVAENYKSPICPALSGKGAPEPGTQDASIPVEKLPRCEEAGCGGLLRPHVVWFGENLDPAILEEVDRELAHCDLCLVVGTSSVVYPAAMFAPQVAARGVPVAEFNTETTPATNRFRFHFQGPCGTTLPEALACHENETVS
An asterisk follows results filed as active; ? = inconclusive; . = no result given; & = joins results of further samples.

#1 COc1cccc(CNC(=O)C2CCN(c3ncnc4c3nc3n4CCCCC3)CC2)c1
#2 COCCN1C(=O)C(=O)/C(=C(/O)c2ccc(S(=O)(=O)N3CCOCC3)cc2)C1c1cccc(OC)c1 (configuration not stated)
#3 CCCNC(=O)C1(C)CCN(C(=O)c2ccc3snnc3c2)C1 (configuration not stated)
#4 CCOc1ccc(OCc2ccc(C(=O)NN)o2)cc1
#5 O=C(NCc1ccc(Cl)cc1)c1cnn2ccccc12
compound no.	1	2	3	4	5
C2C12 statin	0	0	-1	.	16
PglD inh	-4	-5	-1	.	3
DENV2 CPE rescue	2	0	?	3	1
S100A4 MyoIIA	-6	0	3	-3	-2
ERp5 inh	4	6	0	0	4
E-sel inducer	.	-0.9	-0.1	8.6	0.0
SIRT5 inh	-1	0	1	2	.

#6 CNC(=O)COC(=O)c1c2c(nc3ccccc13)CCC2
#7 CC(C)CN(CC(C)C)C(=O)Nc1ccccc1F
#8 O=C(C[C@H]1CC[C@H](NC(=O)Nc2ccc3c(c2)OCO3)[C@H](CO)O1)NCCCN1CCOCC1
#9 COc1ccc(NC(=O)Nc2sc(NS(=O)(=O)c3ccccc3)nc2C)cc1
#10 C[C@H](CO)N1C[C@H](C)[C@H](CN(C)Cc2ccc(C(=O)O)cc2)OCCCC[C@H](C)Oc2ccc(NC(=O)Nc3ccc4c(c3)OCO4)cc2C1=O
compound no.	6	7	8	9	10
C2C12 statin	8	.	-1	.	.
PglD inh	.	.	-1	.	0
DENV2 CPE rescue	-4	-1	.	-2	-4
S100A4 MyoIIA	4	-3	.	-1	5
ERp5 inh	0	-5	.	10	-5
E-sel inducer	.	-1.2	-0.6	.	0.1
SIRT5 inh	-2	-2	.	5	-4

#11 Cc1cccc(NC(=O)c2cc(S(=O)(=O)N3CCc4ccccc43)cn2C)c1
#12 O=C(NCc1cccnc1)C(=O)Nc1ccc2c(c1)OCO2
#13 O=C(Nc1nnc(-c2ccco2)o1)c1ccc(N2C(=O)CCC2=O)cc1
#14 CCN(CC)c1ccc(/C=N/N2CCN(Cc3ccc(C)cc3)CC2)c(O)c1
#15 COC(OC)c1ccnc(-c2ccc(OC(=O)c3ccc(F)cc3)cc2)n1
compound no.	11	12	13	14	15
C2C12 statin	17	.	9	5	.
PglD inh	-2	.	.	4	.
DENV2 CPE rescue	-1	.	3	-4	18
S100A4 MyoIIA	5	-1	-9	4	-4
ERp5 inh	1	-6	2	-2	2
E-sel inducer	.	.	-0.3	.	-0.1
SIRT5 inh	-2	-2	0	20*	-3

#16 C[C@@H]1CN([C@@H](C)CO)C(=O)c2cccc(NS(=O)(=O)c3cn(C)cn3)c2O[C@H]1CN(C)C(=O)Nc1ccc(C(F)(F)F)cc1
#17 CCOC(=O)N1CCC(c2cc(=O)n3[nH]c(C)c(-c4ccc(F)cc4)c3n2)CC1
#18 O=C(N/N=C/c1cccc(O)c1)c1cc(C2CC2)nc2ccccc12
#19 CN(C)CC(=O)Nc1ccc2c(c1)[C@@H]1C[C@H](CC(=O)NCc3cc(F)ccc3F)O[C@H](CO)[C@@H]1O2
#20 C[C@@H]1CN([C@@H](C)CO)S(=O)(=O)c2ccc(-c3ccccc3)cc2O[C@@H]1CN(C)C(=O)CC1CC1
compound no.	16	17	18	19	20
C2C12 statin	-27	-8	-4	-2	-21
PglD inh	-1	7	6	0	2
DENV2 CPE rescue	-3	-6	8	10	-7
S100A4 MyoIIA	2	-13	-2	1	-33
ERp5 inh	8	-2	2	3	4
E-sel inducer	-0.2	0.0	.	-0.3	0.0
SIRT5 inh	3	2	0	9	-7

#21 CC1CCCCN1C(=O)C(=O)c1cn(CC(=O)N2CCCCCC2)c2ccccc12 (configuration not stated)
#22 NC(=O)C1CCN(C(=O)CSc2ncccn2)CC1
#23 COc1cccc(S(=O)(=O)Nc2ccc3c(c2)C(=O)N(C)[C@@H]2CC[C@H](CC(=O)O)O[C@H]2CO3)c1
#24 O=C(CN1CCN(c2ccc(Cl)cc2)CC1)c1ccccc1
#25 COCCCNC(=O)c1ccc(CS(=O)(=O)c2ccccc2OC)o1
compound no.	21	22	23	24	25
C2C12 statin	1	11	-16	18	-7
PglD inh	-1	1	0	4	1
DENV2 CPE rescue	-5	2	-1	4	-4
S100A4 MyoIIA	19	4	.	-2	9
ERp5 inh	0	-1	.	2	1
E-sel inducer	.	3.0	-0.1	.	0.0
SIRT5 inh	-1	0	.	-5	-4

#26 CSc1ccc(Cn2c(C)c(C(=O)NCc3cccc(Cl)c3)sc2=O)cc1
#27 CN(C)CCCNC(=O)C[C@H]1C=C[C@H](NC(=O)Cc2cccnc2)[C@@H](CO)O1
#28 Cc1csc2ncnc(NCCc3ccccn3)c12
#29 CN(C)CCCNC(=O)C[C@@H]1C=C[C@H](NC(=O)Cc2cccnc2)[C@H](CO)O1
#30 CCOC(=O)C1Nc2ccc(C(F)(F)F)cc2C2c3ccccc3CC12 (configuration not stated)
compound no.	26	27	28	29	30
C2C12 statin	-5	-17	.	-14	2
PglD inh	0	1	.	-4	0
DENV2 CPE rescue	-8	0	13	8	.
S100A4 MyoIIA	17	-4	-36	0	-2
ERp5 inh	8	0	0	-2	9
E-sel inducer	.	-0.1	.	-0.1	0.0
SIRT5 inh	.	1	.	7	.

#31 COCCCNc1nc(-c2ccc(Cl)cc2)nc2ccccc12
#32 Cc1cc(C)c(NC(=O)CSc2nc3ncc(Cl)cc3[nH]2)c(C)c1
#33 CCN(CC)CCCn1c2c(c(SCC(=O)Nc3ccc(OC(F)(F)F)cc3)nc1=O)CCC2
#34 O=C(c1ccncc1)N1C[C@@H]2N[C@H](C1)C2c1ccc(/C=C/c2ccccc2)cc1 (some centres not stated)
#35 CC1CCC(NS(=O)(=O)c2ccc3c(c2)CC(=O)N3)CC1 (configuration not stated)
compound no.	31	32	33	34	35
C2C12 statin	-28	1	14	.	8
PglD inh	-3	1	2	.	5
DENV2 CPE rescue	?	11	7	-2&15	4
S100A4 MyoIIA	-1	5	30	-2&-13	-4
ERp5 inh	6	-4	-1	5&12	1
E-sel inducer	1.2	.	12	-0.1&0.1	-0.1
SIRT5 inh	-3	0	-5	1&-1	-3

#36 Cc1cccc(NC(=O)c2ccc(C3SCC(=O)N3CCc3ccccc3)cc2)c1 (configuration not stated)
#37 O=C(O)c1cccc(-c2ccc(/C=N/NC(=O)C3COc4ccccc4O3)o2)c1 (configuration not stated)
#38 Cc1ccc(NC(=O)CCNS(=O)(=O)c2ccc3[nH]c(=O)oc3c2)cc1
#39 O=C(NCCCN1CCCCCC1)c1ccc2c(Cl)c3c(nc2c1)CCCC3
#40 CCOC(=O)c1ccc(N2C(=O)CC(Sc3ncccn3)C2=O)cc1 (configuration not stated)
compound no.	36	37	38	39	40
C2C12 statin	.	.	-9	.	11
PglD inh	-1	.	-2	.	4
DENV2 CPE rescue	2	17	0	9	8
S100A4 MyoIIA	2	1	0	0	0
ERp5 inh	-1	5	-2	2	1
E-sel inducer	-0.4	.	.	.	.
SIRT5 inh	-3	8	-4	-2	7

#41 O=C(C[C@@H]1CC[C@H]2[C@@H](COC[C@@H](O)CN2S(=O)(=O)c2cccc(Cl)c2)O1)N1CCCCC1
#42 COc1cc(CN2CC3(CN(S(=O)(=O)c4cn(C)cn4)C3)c3c(n(C)c4cc(OC)ccc34)[C@H]2CO)cc(OC)c1
#43 Cc1sc(C(=O)Nc2ccc3ccccc3c2)cc1CC(=O)O
#44 Cc1ccc(NC(=S)N(CCN(C)C)Cc2cccs2)c(C)c1
#45 Cc1noc(C)c1NC(=O)Nc1ccc2c(c1)C(=O)N([C@@H](C)CO)C[C@@H](C)[C@@H](CN(C)S(=O)(=O)c1ccc(F)cc1)O2
compound no.	41	42	43	44	45
C2C12 statin	-13	.	1	.	-17
PglD inh	5	.	-6	.	-6
DENV2 CPE rescue	8	59*	1	.	2
S100A4 MyoIIA	-3	9	8	0	-6
ERp5 inh	1	9	-10	-12	1
E-sel inducer	-0.1	0.1	.	1.5	-0.1
SIRT5 inh	2	8	1	3	-2

#46 C[C@]1(C(=O)NCc2ccccc2)c2ccccc2C(=O)N(Cc2ccc(OC(F)(F)F)cc2)[C@H]1c1ccc(CO)cc1
#47 CCCN(C)C[C@H]1OCCCC[C@@H](C)Oc2ccc(N(C)C)cc2C(=O)N([C@H](C)CO)C[C@H]1C
#48 CSc1cccc(NC(=O)N2CCc3ccc(NC(=O)c4ccccn4)cc3C2)c1
#49 C[C@@H]1CN([C@H](C)CO)C(=O)c2cc(NS(=O)(=O)c3ccc(Cl)cc3)ccc2O[C@@H](C)CCCCO[C@@H]1CN(C)Cc1ccc(C(F)(F)F)cc1
#50 Cc1ccc(-n2nc(-c3ccc(OC(F)(F)F)cc3)cc2N)cc1C
compound no.	46	47	48	49	50
C2C12 statin	.	-11	6	.	.
PglD inh	3	-1	2	4	5
DENV2 CPE rescue	-9	1	-2	-2	5
S100A4 MyoIIA	1	7	7	6	-1
ERp5 inh	1	2	5	-1	-11
E-sel inducer	.	0.2	.	0.0	2.0
SIRT5 inh	1	-2	-2	17*	-5

#51 C[C@@H]1CN([C@@H](C)CO)S(=O)(=O)c2ccc(Br)cc2O[C@H]1CN(C)C(=O)Nc1ccc(C(F)(F)F)cc1
#52 O=C(CNS(=O)(=O)c1ccc(Cl)cc1)NC1CCCCC1
#53 CN(C)S(=O)(=O)c1cc(NC(=O)c2cc(=O)c3ccccc3o2)ccc1Cl
#54 C=CCNC(=O)/C(C#N)=C/c1c(N2CCN(c3cccc(Cl)c3)CC2)nc2c(C)cccn2c1=O
#55 CCc1ccc(-c2cc(C)no2)cc1S(=O)(=O)NCCc1ccccc1
#56 CCCN1C[C@@H](C)[C@@H](OC)CN(C)C(=O)c2ccc(NS(=O)(=O)c3cn(C)cn3)cc2OC[C@@H]1C
#57 C[C@@H]1CN([C@H](C)CO)C(=O)Cc2cc(NC(=O)CCC(F)(F)F)ccc2O[C@H]1CN(C)Cc1ccc(Oc2ccccc2)cc1
#58 COc1ccc(-c2cc3c(nn2)-c2ccccc2C3=O)cc1
compound no.	51	52	53	54	55	56	57	58
C2C12 statin	-19&-31	3	-27	14	9	9	102*	-69
PglD inh	-3&2	-4	-4	1	.	3	1	4
DENV2 CPE rescue	-2&19	-5	-5	3	4	15	3	-6
S100A4 MyoIIA	11&25	-7	9	-8	-13	4	.	-3
ERp5 inh	0&4	-1	3	0	6	0	.	-9
E-sel inducer	0.1&0.2	0.1	0.0	1.2	0.0	0.2	-1.4	.
SIRT5 inh	-1	-4	-5	-6	-1	3	2	0

Random excerpt: three compounds from above, in no set order.
#18 O=C(N/N=C/c1cccc(O)c1)c1cc(C2CC2)nc2ccccc12
#2 COCCN1C(=O)C(=O)/C(=C(/O)c2ccc(S(=O)(=O)N3CCOCC3)cc2)C1c1cccc(OC)c1 (configuration not stated)
#56 CCCN1C[C@@H](C)[C@@H](OC)CN(C)C(=O)c2ccc(NS(=O)(=O)c3cn(C)cn3)cc2OC[C@@H]1C
compound no.	18	2	56
C2C12 statin	-4	0	9
PglD inh	6	-5	3
DENV2 CPE rescue	8	0	15
S100A4 MyoIIA	-2	0	4
ERp5 inh	2	6	0
E-sel inducer	.	-0.9	0.2
SIRT5 inh	0	0	3

Some of the compounds tested (hit frequency here may not be typical).
